# TGFb inhibitor: qHTS for Inhibitors of TGF-b | HepG2 CAGA-GFP TGF-b/SMAD3 reporter, GFP fluorescence, 18 h; TGF-beta stimulated, 500 pg/mL final | Potency, µM (doses to about 46.1 µM), without a hit: at the top dose activity, negative = inhibition, hits mostly inhibitors | actives 1.2% (n = 410,000); also: potency is read from the fitted curve at half-maximal effect; % is scaled to controls: 0 for no effect and ±100 for the full control effect; nearly all actives have a fitted effect of over 65% in size
#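 GFP signal (ex488/em500-530) from TGF-beta-stimulated HEPG2 CAGA-GFP cells, 500 pg/mL final, 18 h at 37 degrees C in DMEM plus 1% FBS, normalized to unstimulated and DMSO-stimulated controls.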
# CCT chaperon mod: High-Throughput Screening for Modulators of Cytosolic Chaperonin Activity | purified chaperonin ATPase assay, HTRF ADP detection, 30 min | activity change, % (test concentration not listed), hits read low | actives 0.3% (n = 360,000) | AID 651819, 2012; in the data active = activity change below about -30%; also: % is scaled to controls: 0 for no effect and ±100 for the full control effect
#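 We incubate TRiC, 40 or 20 nM final, with library compounds at 76 uM and 10 uM ATP for 30 min at 37 °C. ADP formed is detected with Transcreener HTRF reagents after 30 min at room temperature.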
# Abeta rescue: qHTS for compounds that reverse cellular toxicity of Amyloid beta (A-beta) peptide in yeast: Primary Screen; AID 1347071, 2019; Potency, µM (doses to about 46.1 µM), for the others: at the top dose growth rescue, most hits filed as activators; yeast expressing A-beta42, growth rescue, OD600, 48 h; response scale: 0% DMSO, 100% iron-clioquinol control; actives 0.063% (n = 410,000); also: potency is read from the fitted curve at half-maximal effect; nearly all actives have a fitted effect of over 55% in size
#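 Yeast growth medium received pinned compounds, then yeast cells expressing toxic A-beta were added; plates incubated at 30 C for 48 hr. Growth read as absorbance at 600 nm, normalized to DMSO and equimolar FeCl3 plus clioquinol controls.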
# HepG2 viability: qHTS for Inhibitors of TGF-b: Cytotox Counterscreen | HepG2 CAGA-GFP viability, ATP luminescence, 18 h | Potency, µM (top dose mostly 46.1 µM), for inactives: at the top dose activity change, negative = cytotoxicity, most hits filed as cytotoxic | actives 0.76% (n = 410,000); also: potency is read from the fitted curve at half-maximal effect; some results filed as inactive show a strong effect at the top dose
#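 CellTiter-Glo luminescence gave cytotoxicity after 18 hours at 37 degrees C. The cells were HepG2 CAGA-GFP in 1% FBS DMEM, stimulated with 500 pg/mL TGF-beta after compound addition. %Activity was normalised to no-cell wells (complete cell-killing) and DMSO (no toxicity), and curves were fitted and classified.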
# Mm-Cpn inhibitor: Inhibitors of TCP-1 ring complex (TRiC) of Methanococcus maripaludis (MmCpn): qHTS; Potency, µM (highest dose often 76.9 µM), for inactives: at the top dose activity, negative = inhibition, actives largely listed as inhibitors; purified Mm-Cpn ATPase, ADP Transcreener TR-FRET; actives 0.031% (n = 330,000); also: potency is read from the fitted curve at half-maximal effect; % is scaled to controls: 0 for no effect and ±100 for the full control effect; nearly all actives have a fitted effect of over 80% in size
#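 Quantitative HTS used 25 nM Mm-CPN and 10 uM ATP in magnesium/KCl Tris buffer, pH 7.4, with 1 mM DTT. Hydrolysis ran 30 min at 37°C; ADP was read by HTRF.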
# Nrf2 inh: Nrf2 qHTS screen for inhibitors; A549 ARE-Fluc reporter, luciferase luminescence, 18-24 h; Potency, µM (doses to about 46 µM), inactives show at the top dose activity change, negative = inhibition, actives largely listed as inhibitors; actives 2.1% (n = 360,000); also: potency is read from the fitted curve at half-maximal effect; % is scaled to controls: 0 for no effect and ±100 for the full control effect; nearly all actives have a fitted effect of over 60% in size
#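 Nrf2 function is reported as luminescence of an ARE-controlled luciferase in A549 cells. Compounds were tested at several concentrations, and a CellTiter-Fluor read on the same wells flagged cytotoxicity.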
# pAkt inh: HTS Assay for Inhibitors of Akt Phophorylation: Primary Screen; Neuro2A IGF-stimulated pAkt S473 HTRF, 20 min; hits give low values; activity change, % for hits at 50 µM; actives 0.32% (n = 360,000); in the data active = activity change below about -80%; inconclusive = mostly about -51% to -80%; also: % is scaled to controls: 0 for no effect and ±100 for the full control effect
#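 Neuro2A cells in DMEM with 0.5% FBS, overnight at 37 deg C, given compound at single 50 µM final, then IGF (6 nM final) for 20 min at 37 deg C. Lysed; phospho-Akt Ser473 by HTRF after 24 h, 665/615 ratio.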
# A549 tox: Nrf2 qHTS screen for inhibitors: counterscreen for cytotoxicity; A549 ARE-Fluc cells, CellTiter-Fluor viability, 18-24 h; Potency, µM (titrated, usually from 46 µM), for inactives: at the highest dose activity change, negative = cytotoxicity, hits mostly inhibitors; actives 0.16% (n = 390,000); AID 504648, 2011; also: potency is read from the fitted curve at half-maximal effect; % is scaled to controls: 0 for no effect and ±100 for the full control effect
#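 Cytotoxicity counterscreen: CellTiter-Fluor fluorescence was measured in A549 ARE_Fluc cells after 18-24 h of compound exposure in a concentration series. The subsequent BugLite luminescent read reports ARE-luciferase activity.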
# Nrf2 activator: qHTS of Nrf2 Activators | Potency, µM (titrated, usually from 46.1 µM), inactives show at the highest dose activation, usual class: activators | AREc32 ARE-luciferase reporter (MCF7-derived line), luminescence, 24 h | AID 624171, 2012 | actives 0.31% (n = 410,000); also: potency is read from the fitted curve at half-maximal effect; % of control where 0% means no effect; nearly all actives have a fitted effect of over 65% in size
#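 Steps: seed AREc32_Fluc cells (1000/well, 5% FBS OPTI-MEM); incubate overnight at 37 deg C; add 23 nL compound; incubate 24 hr; add Steady-Glo; hold 30 min RT; read luminescence.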
# Active calls of the source: *; i = inactive; ? = inconclusive; nt = not tested or not shown; & = joins results of further samples; [ ] = dose if it differs, or a comment. Unless noted, calls follow the shape of the dose curve; as a rule, active = well fitted curve in the direction sought with a large enough effect; inconclusive = small, poorly fitted or top-dose-only effect, or another doubt; inactive = no such curve, though single readings can be large; an effect the other way counts as inactive or inconclusive. These rows are one share of the data (hit frequency here may not be typical).
Molecule	TGFb inhibitor	CCT chaperon mod	Abeta rescue	HepG2 viability	Mm-Cpn inhibitor	Nrf2 inh	pAkt inh	A549 tox	Nrf2 activator
CC(Oc1ccc(Cl)cc1Cl)C(=O)Nc1ccc(S(=O)(=O)Nc2cnc3ccccc3n2)cc1 (configuration not stated)	?	0.4	-14%	7%	4%	?	i	-13%	3.6%
CCOC(=O)c1ccc(N2C(=O)c3n[nH]c(-c4cccs4)c3C2c2ccc(OC)cc2OC)cc1 (configuration not stated)	5µM*	nt	-19%	-23%	nt	?	nt	-20%	-1.4%
CCCCc1ccc2[nH]cc(CCN)c2c1	?	1.0	1%	-75%	-3%	10%	i	-2%	4.6%
CCC1(CC)C(=O)NC(=O)N(CCc2ccccn2)C1=O	0%	-1.6	-5%	-5%	nt	?	i	-1%	0.8%
CCOC(=O)CNC(=O)CSP(=S)(OCC)OCC	0%	-0.4	14%	-13%	1%	-18%	nt	-11%	0.1%
COc1ccc(CN2C(=O)NC(=O)/C(=C\c3ccco3)C2=O)cc1	-1%	0.5	9%	0%	-1%	-7%	i	-8%	-1.0%
O=C(C1CCN(S(=O)(=O)c2ccccc2)CC1)N1CCC2(CC1)OCCO2	0%	0.3	14%	-1%	3%	-4%	i	-5%	0.4%
CC(C)(C)C(=O)N1Cc2ccccc2-n2nncc2C1	24%	-1.4	-7%	3%	nt	5%	i	6%	0.3%
CC(C)c1ccc(NC(=O)c2ccc3c(c2)CCN3S(=O)(=O)c2ccccc2)cc1	nt	nt	-8%	-18%	nt	?	nt	-9%	-0.4%
COC(=O)c1ccccc1NC(=O)N1C[C@@H]2C[C@@H](C1)c1cccc(=O)n1C2	22%	2.7	1%	-85%	1%	7%	i	13%	-0.9%
Cc1ccc(-n2c(O)c(C=Nc3ccc(Br)cn3)c(=O)[nH]c2=O)cc1	-16%	-3.8	-7%	-19%	-3%	-4%	i	-1%	-0.3%
COc1cccc(C2(O)CCN(Cc3ccncc3)CC2)c1	8%	2.1	-1%	-1%	-1%	7%	i	15%	0.1%
COP(=S)(OC)SCn1nnc2ccccc2c1=O	16%	-0.5	14%	-15%	nt	-20%	i	-1%	3.7%
O=C(Cn1cc(C(=O)c2ccccc2F)c2ccccc21)NC1CC1	10%	2.1	4%	3%	0%	0%	i	-6%	0.2%
Cc1ccc(N(C)C(=O)Oc2cccc3ccc(C)nc23)cc1	0%	1.3	3%	-3%	-2%	-15%	i	-25%	2.2%
CCC(=NCCO)c1c(O)n(-c2ccc(Cl)cc2)c(=O)[nH]c1=O	1%	-4.2	12%	-3%	2%	0%	i	3%	-0.6%
CCOC(=O)N1CCN(C(=O)c2ccc3c(=O)n(CCC4=CCCCC4)c(=S)[nH]c3c2)CC1	-13%	-0.3	-16%	-9%	-1%	?	i	-12%	-0.7%
NC1CC2CCCCC2CC1(O)c1ccccc1 (configuration not stated)	19%	-1.4	-3%	22%	nt	nt	i	nt	-1.4%
CCOP(=O)(c1ccccc1)c1nc(-c2ccc(F)cc2)oc1N1CCCCC1 (configuration not stated)	-29%	-9.3	8%[9.22 µM]	-9%	0%	nt	-130%*	?	0.6%
Cc1cccc(-n2c(-c3ccccc3)nc3ccccc3c2=O)n1	-3%	-1.8	11%	-19%	3%	-12%	i	-20%	2.5%
CCC1CN1P1(=O)OCC(C)([N+](=O)[O-])CO1 (configuration not stated)	-2%	-1.7	-9%	-10%	nt	0%	i	-9%	4.0%
CCOc1ccc(/C=C/C(=O)C(C(N)=O)=C2SCCS2)cc1	?	0.9	0%	-1%	-5%	8%	i	-18%	?
Cc1ccc(-c2nn(CCC#N)cc2C(=O)O)cc1C	5%	-0.1	9%	-2%	-1%	9%	i	-4%	0.4%
COc1cccc(CSc2nc(-c3ccccc3OC)nc3c2Cc2c(CO)cnc(C)c2O3)c1	31%	nt	-6%	-1%	nt	?	nt	-12%	3.4%
O=c1[nH]c(O)c(Cc2ccc3c(c2)OCO3)c(=O)[nH]1	-2%	0.9	2%	5%	-1%	-6%	i	-4%	-0.3%
CC(OC(=O)c1cn(C)c2ccccc12)C(=O)N1CCCC1 (configuration not stated)	?	0.2	12%	-76%	1%	2%	i	-2%	-1.0%
COc1ccc(-c2nn(CCC#N)cc2C(=O)O)cc1	2%	0.2	13%	-16%	3%	2%	i	0%	0.9%
CCc1ccc(CNC(=O)c2ccc3c(c2)N=C(C)c2cc(C)ccc2S3)cc1	?	nt	-12%	-18%	nt	?	nt	-4%	-0.8%
Cc1ccccc1NC(=O)NCCN1CC1	10%	-0.5	-4%	-18%	-3%	23%	i	0%	-0.1%
COc1ccc2c(c1OC)C(=O)OC2c1c(O)n(Cc2ccc(F)cc2)c(=O)[nH]c1=O (configuration not stated)	-4%	-9.9	-16%	-3%	2%	-1%	i	-4%	0.3%
COC(=O)C1=C(c2ccc(-c3ccccc3)c(F)c2)C[C@@H]2CC[C@H]1N2C(=O)NC1Cc2ccccc2C1	-23%	-1.0	1%	-10%	-3%	?	i	-19%	4.1%
CC1=C(O)C(=O)C=C2C1=CC=C1C2(C)CCC2(C)C3CC(C)(C(=O)O)CCC3(C)CCC12C (configuration not stated)	2µM*	-3.8	-18%	3.2µM*	nt	18µM*	i	?	-3.4%
O=C(NCCc1ccccc1)c1ccc2nccnc2c1	14%	-0.6	2%	3%	2%	?	i	-2%	-0.8%[9.22 µM]
Cc1c(C(c2ccc(Br)cc2)c2c(O)c3ccccc3oc2=O)c(=O)n(-c2ccccc2)n1C (configuration not stated)	10%&-3%	0.4	8%&10%	3%&20%	0%	8%	i	1%&2%	0.1%&-0.1%
CCCCC/C(=N/O)c1c(C)[nH]c2ccccc12	-20%	-0.8	?	0%	1%	5%	i	3%	-0.8%
O=C(OCC(=O)c1ccc([N+](=O)[O-])cc1)/C(=C\c1ccc(Cl)cc1)NC(=O)c1ccccc1	-6%	1.0	1%	-8%	2%	-17%	i	5%	3.4%
Cn1c(O)c(C(=Nc2ccc(F)cc2)c2ccccc2Cl)c(=O)n(C)c1=O	15%	2.9	-72%[inhibitor]	-5%	-1%	?	i	0%	-0.2%
COC(=O)C1=C(c2ccc(OCc3ccccc3)cc2)C[C@@H]2CC[C@H]1N2C(=O)NCc1ccccc1	?	1.1	-6%	1%	0%	?	i	-11%	0.2%
CCN(CC)CCCN=Cc1c(O)n(-c2ccccc2F)c(=O)[nH]c1=O	0%	2.3	19%	8%	0%	-2%	i	-11%	-0.9%
COC(=O)C(NC(=S)N1CC2C[C@@H](C1)Cn1c2cccc1=O)C(C)C (some centres not stated)	0%	0.0	0%	11%	-3%	5%	i	2%	0.0%

# Structures listed so far that contain an aryl methoxy group:
Molecule	TGFb inhibitor	CCT chaperon mod	Abeta rescue	HepG2 viability	Mm-Cpn inhibitor	Nrf2 inh	pAkt inh	A549 tox	Nrf2 activator
CCOC(=O)c1ccc(N2C(=O)c3n[nH]c(-c4cccs4)c3C2c2ccc(OC)cc2OC)cc1 (configuration not stated)	5µM*	nt	-19%	-23%	nt	?	nt	-20%	-1.4%
COc1ccc(CN2C(=O)NC(=O)/C(=C\c3ccco3)C2=O)cc1	-1%	0.5	9%	0%	-1%	-7%	i	-8%	-1.0%
COc1cccc(C2(O)CCN(Cc3ccncc3)CC2)c1	8%	2.1	-1%	-1%	-1%	7%	i	15%	0.1%
COc1cccc(CSc2nc(-c3ccccc3OC)nc3c2Cc2c(CO)cnc(C)c2O3)c1	31%	nt	-6%	-1%	nt	?	nt	-12%	3.4%
COc1ccc(-c2nn(CCC#N)cc2C(=O)O)cc1	2%	0.2	13%	-16%	3%	2%	i	0%	0.9%
COc1ccc2c(c1OC)C(=O)OC2c1c(O)n(Cc2ccc(F)cc2)c(=O)[nH]c1=O (configuration not stated)	-4%	-9.9	-16%	-3%	2%	-1%	i	-4%	0.3%
